Source: PubChem BioAssay (several laboratories)
Myeloid diff 2: myeloid differentiation induction. ER-HoxA9 myeloid progenitors, lysozyme-GFP differentiation, flow cytometry. calls only at 10 µM. actives 1% (n = 360,000). AID 624256;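 active means normalized GFP-positive differentiation at or above the plate's own cutoff, the solvent-only control mean plus 3 SD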;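 further: cells exposed to compound for four days before flow analysis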
MgcRacGAP inhibition: MgcRacGAP GTPase-activating activity inhibitors, confirmation, biochemical, ADP Hunter fluorescence | MgcRacGAP-stimulated Rac1 GTP hydrolysis, ADP Hunter fluorescence; higher % means a stronger effect; GST-tagged Rac1 F28L mutant substrate | one-dose inhibition, % at 30 µM; IC50 in µM for titrated hits | actives 0.6% (n = 340,000);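 active means first-screen hits whose inhibition reached a set limit at any dose in the follow-up dose series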;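 further: fluorescence reports GDP produced by GAP-driven GTP hydrolysis; strong numbers were not always called active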
Large T inhibition: SV40 large T antigen inhibitors, biochemical (AID 1903). SV40 large T antigen ATPase/helicase inhibition assay; higher % means a stronger effect. one-dose inhibition, % at 20 µM; IC50 in µM for titrated hits. actives 0.39% (n = 310,000); in the data active means a potency from the dose series; further: strong numbers were not always called active
NTR1 agonist: NTR1-driven beta-arrestin-GFP spot formation – imaging, U2OS cells, high content, primary screen (AID 493036); P30989; agonist mode; activation, % at 20 µM; actives 0.17% (n = 330,000);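 active means activation at or above 40% of the spot to cytoplasm intensity ratio, with at least 20 cells analyzed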;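 further: 0% = DMSO without peptide and 100% = 100 nM NTR1 peptide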
Target sequence (P30989 whole entry, looked up): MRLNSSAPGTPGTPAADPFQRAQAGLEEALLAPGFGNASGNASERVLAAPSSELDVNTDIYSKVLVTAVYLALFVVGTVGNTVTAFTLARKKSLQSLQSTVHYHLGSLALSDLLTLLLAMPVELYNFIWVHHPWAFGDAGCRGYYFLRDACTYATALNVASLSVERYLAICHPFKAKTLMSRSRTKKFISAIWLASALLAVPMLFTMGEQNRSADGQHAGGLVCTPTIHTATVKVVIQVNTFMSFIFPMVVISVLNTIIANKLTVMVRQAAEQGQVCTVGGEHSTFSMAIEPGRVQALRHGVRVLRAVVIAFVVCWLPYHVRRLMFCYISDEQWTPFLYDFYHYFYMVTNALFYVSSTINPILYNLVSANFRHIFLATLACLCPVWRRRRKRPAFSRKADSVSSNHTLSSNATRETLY
RSV CPE inhibition: inhibition of RSV-induced cytopathic effect – HEp-2 cells, primary 10 µM value included (AID 2391); HEp-2 cells, RSV-induced CPE inhibition; higher % means a stronger effect; actives 0.13% (n = 310,000); one-dose CPE inhibition, % at 10 µM; IC50 in µM for titrated hits; in the data active means a potency from the dose series; further: strong numbers were not always called active
T cell HTS: modulates CD8 T cell binding to vesicles. 2C CD8+ T cell-vesicle binding, flow cytometry; hits give low values. calls only at 7 µM. actives 0.068% (n = 330,000);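 active means response, share of CD8 T cells binding vesicles, and their 90th percentile fluorescence all below set limits, cut at about 80% in these data, passing the limit was not always enough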
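System: murine 2C transgenic CD8+ T lymphocytes; also added: QL9-loaded Drosophila micro-vesicles; times: binding 1.5 h at 37 °C; measured by: flow cytometry, PE anti-B7-1 (FL2) versus Alexa647 anti-CD8 (FL8), PFA-fixed; control set: Peptide-free naked vesicles (low) and QL9 vesicles with 0.7% DMSO vehicle (high)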
TNAP activation fold: human TNAP enzyme activators, primary screen, biochemical, luminescent, no phosphate acceptor, uHTS (AID 1001); purified TNAP, luminescent activation assay, no phosphate acceptor; higher activation fold means a stronger effect; one-dose activation fold at 20 µM; EC50 in µM for titrated hits; actives 0.03% (n = 200,000); in the data active means activation fold from about 3, or a potency from the dose series; inactive means the rest, 99 in 100 with activation fold below about 1.6; further: many of its hits are not listed in these tables
Salmonella PhoP GFP: inhibitors of PhoP regulon expression, primary screen, Salmonella Typhimurium, GFP reporter (AID 1863) | S. Typhimurium PhoP-regulated promoter GFP reporter, 4 h; higher % means a stronger effect | inhibition, % at 50 µM, or IC50 in µM where a hit was titrated | actives 0.16% (n = 300,000);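 active means inhibition over 29.93%, a cutoff 3 SD above the screen mean, later confirmed by dose response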;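 further: 0% = low Mg2+ inducing control and 100% = high Mg2+ repressing control; strong numbers were not always called active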
UTI89 phage lysis: protection from phage-mediated lysis, alamar blue read-out – E. coli UTI89, K1F phage, bacterial capsule biogenesis inhibitors (AID 488966); E. coli UTI89 K1F phage lysis, alamar blue, 2 h; higher % means a stronger effect; one-dose inhibition, % at 100 µM; IC50 in µM for titrated hits; actives 0.02% (n = 340,000);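 active means phage lysis inhibition, versus mean bacterial control, above a set limit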;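 further: capsule biogenesis inhibitors block K1F phage lysis so surviving cells raise fluorescence; higher fluorescence means more inhibition of phage lysis; actives were called in the ten point dose series up to 300 µM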
T cell HTS vesicle-bound %: further read-out of T cell HTS, marked with its call; double positive events, %; measured here: CD8+ vesicle-bound cell fraction;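 binding gate set so that unloaded-vesicle control wells show 10% double positive cells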
NTR1 agonist cell count 20 µM: recorded beside NTR1 agonist, whose call it bears; cell count; measured here: cell count, cytotoxicity flag
Myeloid diff 2 GFP+ MAC1+ %: also measured in Myeloid diff 2; calls as there; GFP+ MAC1+ double positive, %; measured here: differentiation confirmed by MAC1 staining
* hit, by the source's call; i = inactive; nt = no result given; [ ] = remark or other dose.

SMILES	Myeloid diff 2	Myeloid diff 2 GFP+ MAC1+ %	MgcRacGAP inhibition	Large T inhibition	NTR1 agonist	NTR1 agonist cell count 20 µM	RSV CPE inhibition	T cell HTS	T cell HTS vesicle-bound %	TNAP activation fold	Salmonella PhoP GFP	UTI89 phage lysis
Cc1cc(F)ccc1S(=O)(=O)N1CCCOC1CNC(=O)C(=O)NCc1cccnc1 (stereo not given)	i	1.2	7%	12%	0.3	63	4.7%	i	5	nt	-8%	1.2%[50 µM]
Cc1ccc(S(=O)(=O)NC(=NC2CCCCC2)c2ccccc2)cc1	i	4.5	4%	7%	-0.2	53	4.1%	i	16	nt	-5%	-0.1%
Oc1ccc(Cl)cc1C1=NNC(c2ccc(Cl)cc2)C1 (stereo not given)	i	0.5	7%	16%	13	55	9.4%	i	2	1	-2%	-1.7%[50 µM]
Cc1ccc(S(=O)(=O)N2[C@@H](c3ccc(Cl)c(Cl)c3)C(C(=O)O)=C[C@H]2CC2CCCC2)cc1	i	0.6	8%	nt	4.6	45	nt	i	15	nt	nt	-0.3%
O=C(NCCCN1CCCC1)c1ccc2c(c1)N(Cc1ccc(F)cc1)C(=O)c1ccccc1S2=O (stereo not given)	i	2.4	6%	5%	0.9	57	-0.2%	i	7	nt	-5%	0.3%
O=C1NC(=O)/C(=C/c2ccc(-c3cc(C(=O)O)ccc3Cl)o2)S1	i	0.2	28%	24%	-0.3	61	7.6%	i	39	nt	-9%	-0.2%
CCOC(=O)C(C(=O)NCCCN1CCOCC1)C1CCCCC1 (stereo not given)	i	1.1	7%	7%	1.8	43	-0.2%	i	24	1.1	3%	12%
CCOC(=O)N1CCN(Cc2cc(=O)oc3ccc(Cl)cc23)CC1	i	0.7	1%	11%	-0.4	80	0.3%	i	53	1.1	17%	0.3%
Cc1ccc(NC(=O)N2CCCCCC2)c(C)c1	i	0.5	7%	13%	-0.7	66	1.0%	i	60	nt	3%	1.2%[50 µM]
O=C(N/N=C/c1ccc(OC(=O)c2cccs2)cc1)c1ccccn1	i	1.1	4%	10%	0.3	62	0.4%	i	25	nt	-6%	-1.3%[50 µM]
COC(=O)CCCNC(=O)c1ccc(OC2CCN(CCc3ccccc3)CC2)cc1	i	0.1	6%	4%	-2.3	81	0.0%	i	44	1.1	13%	0.9%
COc1cc(/C=N/NC(=O)CSc2ccccn2)ccc1OC(C)C	i	0.0	nt	15%	-0.3	43	nt	i	33	nt	-2%	nt
O=C(Nc1ccc(Cl)cn1)C1C(c2ccccc2)C1(Cl)Cl (stereo not given)	i	0.7	1%	2%	4.0	40	5.7%	i	38	1	-8%	-0.8%
COc1cc2c(cc1OC)C(C(=O)Nc1ccc3c(c1)OCCO3)C(c1cccnc1)N(C)C2=O (stereo not given)	i	0.5	13%	1%	-1.0	96	2.7%	i	20	1.1	-3%	0.3%
CN(C1CCCCC1)S(=O)(=O)c1cccc(C(=O)OCC(=O)NC2CCCc3ccccc32)c1 (stereo not given)	i	0.0	3%	11%	1.7	54	1.5%	i	43	1.1	-5%	5.3%
CCC(Oc1ccccc1F)C(=O)Nc1ccc2c(c1)n(C)c(=O)n2C (stereo not given)	i	0.6	7%	12%	0.6	52	2.2%	i	54	nt	-2%	-0.1%
CCP(=O)(CC)C(C)(C)CP(=O)(c1ccccc1)c1ccccc1	i	10	-2%	3%	1.8	63	0.7%	i	19	1.1	-5%	-2.3%
COc1cc(NC(C)=O)c2ncccc2c1[N+](=O)[O-]	i	0.2	1%	10%	3.8	42	4.0%	i	4	1	-10%	1.1%
O=C(COC(=O)C1COc2ccccc2O1)NC(=O)NC1CCCCC1 (stereo not given)	i	0.8	8%	15%	-1.0	84	1.7%	i	26	1.1	-3%	3.4%
CC(Sc1nnc(-c2ccccc2)c(-c2ccccc2)n1)C(=O)NCC1CCCO1 (stereo not given)	i	0.6	2%	nt	-1.0	63	nt	i	23	nt	nt	-3.3%
O=C(COC(=O)c1ccccc1NC(=O)c1ccccc1)c1cccc([N+](=O)[O-])c1	i	0.3	4%	7%	1.2	48	4.4%	i	42	1	-21%	2.0%
CCOc1ccc(S(=O)(=O)Nc2cc(Sc3ncn[nH]3)c3oc(=O)sc3c2)cc1	nt	nt	nt	21µM*	4.6	71	46%	i	8	0.6	-7%	nt
CCOC(=O)c1[nH]c2ccc(OC)cc2c1NS(=O)(=O)c1ccc(OC)cc1OC	i	0.9	7%	14%	0.2	94	0.3%	i	26	1	2%	0.8%
Cc1nc2nc(C)c(NS(=O)(=O)c3ccc4c(c3)CCCC4)c(=O)n2[nH]1	i	0.5	0%	2%	1.0	52	0.9%	i	29	nt	0%	0.1%
O=C(CN(CCN1CCOCC1)C(=O)Cn1nnc(-c2ccc(F)cc2)n1)NC1CCCCC1	i	4.0	2%	19%	-0.2	89	-0.7%	i	20	1.1	7%	8.4%
CC[C@]12c3[nH]c4cc(CCC(=O)N(C)C)ccc4c3CCN1C(=O)[C@@H](CC(=O)NCc1ccc(OC)c(OC)c1)C[C@@H]2C(=O)N1CCN(C(=O)c2ccco2)CC1	i	0.6	8%	nt	0.3	65	nt	nt	nt	nt	nt	0.3%
Fc1ccc2c(c1)C(c1ccncc1)=NNC(c1ccc(Cl)cc1)=N2	i	0.7	7%	-2%	2.6	75	1.8%	i	20	1.1	-8%	0.0%
CN(C(=O)c1ccc(NC(=O)Cc2ccc([N+](=O)[O-])cc2)cc1)C1CC1	i	2.7	10%	nt	0.5	51	nt	i	52	nt	nt	0.9%
COc1ccc(N(CC(=O)N/N=C/c2ccc(F)cc2)S(=O)(=O)c2ccccc2)cc1	i	0.8	-7%	3%	6.3	71	12%	i	24	nt	-2%	-0.4%
COc1cc2c(cc1OC)C(C(=O)Nc1cc(OC)c(OC)c(OC)c1)C(c1cccnc1)N(C)C2=O (stereo not given)	i	0.3	3%	-13%	3.3	62	1.4%	i	45	1.1	-2%	0.4%
O=C(COC(=O)CCc1ccccc1)NC1CCS(=O)(=O)C1 (stereo not given)	i	1.0	8%	4%	-0.8	59	-1.5%	i	22	nt	1%	0.6%[50 µM]
CCCCCOc1ccc(CSCCNC(=S)Nc2ccccc2)cc1	i	0.4	7%	16%	25	49	-1.0%	i	9	1.5	-7%	2.7%
Cc1cccnc1NC(=O)c1ccc(Br)o1	nt	nt	11%	7%	-0.3	60	-1.5%	i	45	nt	6%	-1.4%
CC1CCCCN1S(=O)(=O)c1ccc(S(=O)(=O)N2CCN(c3ccc(F)cc3)CC2)cc1 (stereo not given)	i	1.9	9%	4%	1.7	46	0.2%	i	38	1.2	1%	4.8%
COc1ccc(CC(=O)N/N=C/c2ccc(C)s2)cc1	i	0.0	12%	6%	-0.2	43	0.4%	i	31	nt	nt	-0.9%
COCCCN(C(=O)CC1OC(=O)c2ccccc21)c1c(N)n(Cc2ccccc2)c(=O)[nH]c1=O (stereo not given)	i	7.5	-4%	26%	1.3	69	1.1%	i	27	nt	-4%	1.6%[50 µM]

Sorted by formula weight (lowest first): some entries from above
SMILES	Myeloid diff 2	Myeloid diff 2 GFP+ MAC1+ %	MgcRacGAP inhibition	Large T inhibition	NTR1 agonist	NTR1 agonist cell count 20 µM	RSV CPE inhibition	T cell HTS	T cell HTS vesicle-bound %	TNAP activation fold	Salmonella PhoP GFP	UTI89 phage lysis
Cc1cccnc1NC(=O)c1ccc(Br)o1	nt	nt	11%	7%	-0.3	60	-1.5%	i	45	nt	6%	-1.4%
O=C(COC(=O)CCc1ccccc1)NC1CCS(=O)(=O)C1 (stereo not given)	i	1.0	8%	4%	-0.8	59	-1.5%	i	22	nt	1%	0.6%[50 µM]
Fc1ccc2c(c1)C(c1ccncc1)=NNC(c1ccc(Cl)cc1)=N2	i	0.7	7%	-2%	2.6	75	1.8%	i	20	1.1	-8%	0.0%
CN(C(=O)c1ccc(NC(=O)Cc2ccc([N+](=O)[O-])cc2)cc1)C1CC1	i	2.7	10%	nt	0.5	51	nt	i	52	nt	nt	0.9%
O=C(CN(CCN1CCOCC1)C(=O)Cn1nnc(-c2ccc(F)cc2)n1)NC1CCCCC1	i	4.0	2%	19%	-0.2	89	-0.7%	i	20	1.1	7%	8.4%
COCCCN(C(=O)CC1OC(=O)c2ccccc21)c1c(N)n(Cc2ccccc2)c(=O)[nH]c1=O (stereo not given)	i	7.5	-4%	26%	1.3	69	1.1%	i	27	nt	-4%	1.6%[50 µM]
CC1CCCCN1S(=O)(=O)c1ccc(S(=O)(=O)N2CCN(c3ccc(F)cc3)CC2)cc1 (stereo not given)	i	1.9	9%	4%	1.7	46	0.2%	i	38	1.2	1%	4.8%
COc1cc2c(cc1OC)C(C(=O)Nc1cc(OC)c(OC)c(OC)c1)C(c1cccnc1)N(C)C2=O (stereo not given)	i	0.3	3%	-13%	3.3	62	1.4%	i	45	1.1	-2%	0.4%
CC[C@]12c3[nH]c4cc(CCC(=O)N(C)C)ccc4c3CCN1C(=O)[C@@H](CC(=O)NCc1ccc(OC)c(OC)c1)C[C@@H]2C(=O)N1CCN(C(=O)c2ccco2)CC1	i	0.6	8%	nt	0.3	65	nt	nt	nt	nt	nt	0.3%

Next section
SMILES	Myeloid diff 2	Myeloid diff 2 GFP+ MAC1+ %	MgcRacGAP inhibition	Large T inhibition	NTR1 agonist	NTR1 agonist cell count 20 µM	RSV CPE inhibition	T cell HTS	T cell HTS vesicle-bound %	TNAP activation fold	Salmonella PhoP GFP	UTI89 phage lysis
CCN(CC)P1(=O)OC(c2cc(OC)c(OC)c(OC)c2)=Nc2c1c(C)nn2-c1ccccc1 (stereo not given)	i	2.5	6%	17%	-1.8	52	2.1%	i	11	1	-7%	0.1%
O=C(COC(=O)CCC(=O)c1cccs1)NCc1cccs1	i	0.4	15%	13%	-0.9	61	4.1%	i	52	nt	-1%	0.6%[50 µM]
Cc1ccc(C(=O)N2CCN(c3ccc(NC(=O)c4ccc5c(c4)OCCO5)cc3)CC2)cc1	i	2.2	6%	-1%	3.9	55	5.4%	i	67	nt	0%	0.0%
O=c1c2sccc2[nH]c(=S)n1-c1ccccc1	i	0.5	3%	8%	1.9	53	1.3%	i	25	nt	-8%	4.7%
